Compound activity (PubChem BioAssay)
NCI-60 one-dose screen, 48 h, at 10 µM unless noted. Numbers give growth in % (100 = growth as untreated, 0 = no growth, -100 = all killed).
SNB-75 = SNB-75 CNS cancer; 79,000 compounds, 5% hits
SNB-19 = SNB-19 CNS cancer cells; 81,000 compounds, 2.5% hits
SF-268 = SF-268 CNS cancer cells; 82,000 compounds, 3.1% hits; AID 1794759
PC-3 = PC-3 prostate cancer cells | 80,000 compounds, 3.9% hits
HCC-2998 = HCC-2998 colon cancer | AID 1794799 | 79,000 compounds, 4.7% hits
SF-539 = SF-539 CNS cancer | 81,000 compounds, 6.8% hits
U251 = U251 CNS tumor cells | 80,000 compounds, 5.4% hits | AID 1794753
SF-295 = SF-295 CNS cancer cells; 79,000 compounds, 5.6% hits; AID 1794758
* = called active by the depositor; x = no result given; & = joins results of further samples. The calls were made as follows: active = growth percent below 10; inactive = the rest. No enrichment for hits, and some 10% of all compounds hit somewhere here.

No.	smiles	PC-3	SNB-19	SF-295	SF-539	U251	SF-268	HCC-2998	SNB-75
1	CCN(CC)S(=O)(=O)c1cc(C(=O)Nc2sc3c(c2C(N)=O)CCC3)ccc1C	85	93	103	95	95	96	82	107
2	COc1ccc2c(c1)O/C(=C\c1cccc(OCC(=O)Nc3nc4ccccc4s3)c1)C2=O	35	84	100	98	71	24	x	102
3	Cn1cc(C2=C(c3cn(C)c4ccccc34)C(=O)OC2)c2ccccc21	81	95	96	90	91	92	107	89
4	NC(N)=NS(=O)(=O)c1ccc(Nc2nc(N3CCOCC3)c3ccccc3n2)cc1	88	114	90	99	107	100	103	90
5	COC(CCP(=O)(c1ccccc1)c1ccccc1)(C(=O)c1ccccc1)c1ccccc1 (stereo not drawn)	-46*	72	32	87	71	86	73	85
6	CCOc1ccc(NC(=O)CSc2oc(-c3ccccc3)nc2S(=O)(=O)c2ccccc2)cc1	66	95	91	86	92	80	109	87
7	CCN1C(=O)/C(=C2\SC(=Nc3ccccc3)N(Nc3ccccc3)C2=O)c2ccccc21	77	94	100	102	96	92	125	86
8	CC(=O)N1N=C(c2ccc(F)cc2)CC1c1ccc2c(c1)OCO2 (stereo not drawn)	107	103	89	111	102	109	109	111
9	c1ccc(CCc2ccccc2-c2cc(-c3ccccc3)on2)cc1	89	90	96	94	95	97	90	80
10	C=CCc1c(O)c(C(=O)/C=C/c2ccc(OC)cc2)c(OC)c2ccoc12	50	80	x	40	57	77	77	88
11	O=Cc1cn(-c2nc(N3CCCCC3)nc(N3CCOCC3)n2)c2ccccc12	72	83	75	91	93	83	99	54
12	CC(C)c1ccc(C(C)C(=O)N(CC2=C(C(C)c3ccccn3)c3ccccc3C2)C(C)C)cc1 (stereo not drawn)	18	58	26	61	36	46	37	49
13	O=C1c2ccccc2N2C(=O)CN(S(=O)(=O)c3ccccc3)CC23C=CC1O3 (stereo not drawn)	100	105	112	111	103	98	112	110
14	O=C(/C=C/c1ccccc1)Nc1cccc(-c2nc3ccccc3c(=O)[nH]2)c1	89	97	101	98	90	86	108	83
15	O=C(Nc1cccc(Cl)c1)Nc1nccnc1OCc1ccccc1	87	86	82	102	93	100	101	104
16	Cc1cccc(Nc2nc(N)nc(N)c2N)c1	94	x	107	104	98	99	94	113
17	CN1Cc2c(cc(CN3CCCCC3)n2C)C(c2ccc(Br)cc2)C1 (stereo not drawn)	83	x	81	76	86	93	84	70
18	C=CCCCCCCCCC1OC(C)CC(C)O1 (stereo not drawn)	77	104	96	101	100	101	114	90
19	CCCSc1nnc(-c2sc3nc4ccccc4n3c2C)o1	105	100	105	108	113	115	112	96
20	CC(C)(C)NC[C@H](O)COc1ccccc1C1CCCC1	72	100	109	94	88	96	49	57
21	N#C/C(=C/c1ccnc2ccccc12)c1ccccc1	94	104	x	104	98	89	106	115
22	CN1CCN(C(=O)[C@]2(C)CC[C@]3(C)CC[C@]4(C)C(=CC[C@@H]5[C@@]6(C)C/C(=C/c7ccco7)C(=O)C(C)(C)[C@@H]6CC[C@]54C)[C@@H]3C2)CC1	50	89	101	88	76	85	93	86
23	COC(=O)c1cc2ccccc2[nH]c1=O	101	110	89	95	102	109	97	102
24	Oc1[nH]c2cc(Cl)ccc2c1/C=c1/ccc2c(c1)N=C(c1cc(F)cc(F)c1)N=2	13	65	14	3.8*	21	x	58	-22*
25	O=C1C(Cl)=C(N=Nc2c(Cl)c(O)c3ccccc3c2O)C(=O)c2ccccc21	x	66	33	96	53	78	74	86
26	CCOc1ccc(NC(=O)SCC)cc1	88	104	94	93	100	114	111	100
27	COc1ccc2c(c1)C(=O)/C(=C/c1cccc(OCC(=O)c3ccc([N+](=O)[O-])cc3)c1)CO2	22	90	43	28	22	63	x	56
28	N#CNc1ccccc1	78	100	101	100	101	102	98	x
29	O=C(OCC(O)C(O)C(O)C(O)COC(=O)c1ccccc1)c1ccccc1 (stereo not drawn)	94	100	108	103	93	103	98	98
30	C[C@@H](C[C@H](CCO)c1ccccc1)c1cc2ccccc2o1	90	92	93	96	95	92	111	x
31	O=C1CC2CC=CCN2C=C1n1cccn1 (stereo not drawn)	90	111	96	95	95	97	93	91
32	N#CC1(Nc2cccc(Cl)c2)CCCC1	82	97	116	106	105	111	101	96
33	Cc1ccc(-c2nc(C#N)c(S(=O)(=O)n3ncnc3N)o2)cc1	101	96	96	103	93	94	91	x
34	O=c1c2ccccc2nc(CN2CCOCC2)n1/N=C/c1ccc(Cl)cc1	101	100	104	102	103	91	112	x
35	C=CC[C@]1(O)CC[C@H]2[C@@H]3CCc4cc(O)ccc4[C@H]3CC[C@@]21C	86	94	x	105	93	97	100	76
36	O=C(Cn1cc(C2CC2)nn1)Nc1nc(-c2ccc(F)cc2)cs1	96	97	89	104	101	103	102	94
37	Nc1nc(SCc2ccccc2Cl)c(-c2ccccc2)c(SCc2ccccc2Cl)n1	76	116	x	114	87	105	99	107
38	O=S(=O)(O)c1ccc(O)c(O)c1	100	102	117	116	105	117	129	104
39	OC(c1ccccc1)c1cccc2ccccc12 (stereo not drawn)	95	97	100	109	100	101	108	82
40	Brc1ccc2c(c1)CN(C1CCCCC1)CO2	92	103	104	98	108	96	102	82
41	Oc1ccccc1/C=N/Nc1ccc2ccccc2n1	57	68	34	42	x	52	69	32
42	CN1CCN(c2ccc3nc(-c4ccc5nc(-c6ccc(OCCC(C)(C)C)cc6)[nH]c5c4)[nH]c3c2)CC1	-73*	-68*	51	-72*	x	57	-65*	90
43	Cn1cc(-c2csc(-c3cn(CCCN4CCCCC4)c4ccc(F)cc34)n2)c2cccnc21	72	90	100	84	85	89	102	77
44	COc1cc(N2C(=O)c3nccnc3C2=O)cc(OC)c1OC	99	106	110	119	98	111	x	103
45	COc1ccc(/C=C2\Oc3cc(OCCCCN4CCCC4)ccc3C2=O)cc1	76	84	83	42	63	88	91	98
46	COc1ccc(N)c(N)c1	99	97	99	97	107	117	93	86
47	COc1ccc2[nH]cc(-c3cc(-c4ccc(OC)c(OC)c4)nc(N)c3C#N)c2c1	97	71	95	68	98	67	91	65
48	NC(N)=Nc1ccc(C(=O)Oc2ccc([N+](=O)[O-])cc2CN2CCCCC2)cc1	102	95	94	100	x	110	116	79
49	COc1cccc(-c2nc3cc(NC(=O)c4ccc(Cl)c(C#N)c4)ccc3o2)c1	14	5.1*	25	-71*	-13*	-5.1*	30	-2.8*
50	COc1ccc(CN2CCO[C@H](COc3ccccc3)C2)cc1F	100	101	100	98	99	99	106	98
51	Cc1ccnc(NS(=O)(=O)c2ccc(Nc3ccnc(SCC(=O)c4ccc(Cl)cc4)n3)cc2)n1	99	98	106	97	98	95	108	102
52	COc1ccc2c3c(cnc2c1)C(=O)CCC3	89	102	x	95	x	113	108	93
53	Cc1c(N=NC2C(=O)NN(c3nc(-c4ccccc4)c(C#N)c(=O)n3C)C2=O)c(=O)n(-c2ccccc2)n1C (stereo not drawn)	100	98	93	97	102	101	90	55
54	CCOC(=O)C1CCC(=O)N1Cc1c[nH]c2ccccc12 (stereo not drawn)	97	108	111	107	x	102	91	78
55	NCCCN(CCCN)CCCNCc1c2ccccc2c(CNCCCN(CCCN)CCCN)c2ccccc12	91	106	100	92	115	89	98	104
56	CCCOS(=O)(=O)c1ccccc1	92	103	113	102	106	106	102	x
57	COc1ccccc1N=Cc1ccccc1	97	107	108	106	103	104	101	103
58	[N-]=[N+]=NCC1OC(n2cnc3c(NC(=O)Nc4ccccc4)ncnc32)C2OC(=O)CC12 (stereo not drawn)	97	106	100	98	110	103	107	94
59	CCN(CC)CCCCCCCNc1cc(OC)cc2c(C)ccnc12	51	96	x	91	86	91	91	83
60	Nc1ncnc2c1C(c1ccc(Br)cc1)c1sc3c(F)cccc3c1O2 (stereo not drawn)	87	110	102	102	98	99	120	84

(cont.)
No.	smiles	PC-3	SNB-19	SF-295	SF-539	U251	SF-268	HCC-2998	SNB-75
61	O=C(NNc1ccccc1)OCc1ccccc1	54	98	58	97	80	63	75	114
62	CC12CCCCC1=C(Nc1ccc(F)cc1)C(=O)O2 (stereo not drawn)	32	83	28	100	47	86	89	89
63	CNC(=O)NCC1OC(n2cnc3c(NC(=O)Nc4ccccc4)ncnc32)C(O)C1O (stereo not drawn)	85	89	123	91	86	99	78	66
64	O=c1c2cc(F)ccc2sc2c(NCCNc3ccccn3)nc3ccccc3c12	103	107	106	94	96	97	129	101
65	Cc1ccc(S(=O)(=O)Oc2ccc([N+](=O)[O-])cc2)cc1	84	100	100	99	104	103	107	47
66	NCCN1C(=O)C(=O)c2ccccc21	62	98	97	99	x	98	98	84
67	COc1ccc(OC)c(/C=C2/C=C(c3ccc(OC)c(OC)c3)N(CCc3ccc(S(N)(=O)=O)cc3)C2=O)c1	87	98	104	93	95	88	105	67
68	CN(C)Cc1ccccc1[N+](=O)[O-]	97	103	99	96	99	104	118	89
69	Cc1cc(=O)n(C)c(SCC(=O)N2CCOCC2)n1	97	96	103	x	96	94	104	97
70	COC(=O)/C(CCC=C(C)C)=C1\[C@@H](OC(C)=O)C[C@@]2(C)[C@H]1C[C@@H](O)[C@H]1[C@@]3(C)CC[C@H](NCCN)[C@@H](C)[C@@H]3CC[C@@]12C	60	95	98	90	69	77	91	73
71	c1ccc2c(-c3nc(-c4cccc5ccccc45)c4ccccc4n3)cccc2c1	76	107	94	93	82	90	95	78
72	Cc1cc(Cl)nc(N(CCCNc2ccnc3cc(Cl)ccc23)Cc2ccccn2)n1	54	66	39	39	44	75	74	64
73	OC1OCC(COc2cc(Cl)c(Cl)cc2Cl)OC1O (stereo not drawn)	91	109	105	99	77	95	101	86
74	O=C(OC1C(OC(=O)c2cccnc2)C(OC(=O)c2cccnc2)C(OC(=O)c2cccnc2)C(OC(=O)c2cccnc2)C1OC(=O)c1cccnc1)c1cccnc1 (stereo not drawn)	87&87	97&105	118	100&103	107&103	107&107	106&106	102&92
75	CS(=O)(=O)Nc1cccc(-c2ccc3ncnc(Nc4ccc(F)c(Cl)c4)c3c2)c1	12	47	3.1*	26	18	39	20	33
76	CCc1ccccc1-n1c(-c2cccs2)cc(-c2ccc(OC)cc2)c(C#N)c1=O	80	103	83	123	91	114	102	96
77	CCOC(=O)NC1c2ccccc2Oc2ccccc21	88	88	94	96	92	100	106	52
78	CCCCCCN(CCCCCC)c1ccc(/C=C2/SC(=O)NC2=O)c(C)c1	70	96	66	117	76	90	67	79
79	C=CCn1c(SCC(=O)Nc2ccc(Cl)cc2)nnc1-c1cc(-c2ccc(Cl)cc2)nc2ccccc12	99	105	100	114	103	99	122	101

No new results follow: entries from further up.
No.	smiles	PC-3	SNB-19	SF-295	SF-539	U251	SF-268	HCC-2998	SNB-75
74	O=C(OC1C(OC(=O)c2cccnc2)C(OC(=O)c2cccnc2)C(OC(=O)c2cccnc2)C(OC(=O)c2cccnc2)C1OC(=O)c1cccnc1)c1cccnc1 (stereo not drawn)	87&87	97&105	118	100&103	107&103	107&107	106&106	102&92
75	CS(=O)(=O)Nc1cccc(-c2ccc3ncnc(Nc4ccc(F)c(Cl)c4)c3c2)c1	12	47	3.1*	26	18	39	20	33
76	CCc1ccccc1-n1c(-c2cccs2)cc(-c2ccc(OC)cc2)c(C#N)c1=O	80	103	83	123	91	114	102	96
77	CCOC(=O)NC1c2ccccc2Oc2ccccc21	88	88	94	96	92	100	106	52
78	CCCCCCN(CCCCCC)c1ccc(/C=C2/SC(=O)NC2=O)c(C)c1	70	96	66	117	76	90	67	79
79	C=CCn1c(SCC(=O)Nc2ccc(Cl)cc2)nnc1-c1cc(-c2ccc(Cl)cc2)nc2ccccc12	99	105	100	114	103	99	122	101
